Screening results deposited in PubChem BioAssay by Southern Research Specialized Biocontainment Screening Center.
M. tuberculosis: growth inhibition of non-replicating M. tuberculosis (AID 488890); Mycobacterium tuberculosis non-replicating, growth inhibition; higher % means a stronger effect; inhibition, % at 25 µM, or IC50 in µM where a hit was titrated; hit rate 0.39% among 320,000; in the data active = a potency from the dose series; inconclusive = inhibition mostly from about 82% at the one dose, without a potency; inactive = the rest, 99 in 100 with inhibition below about 76%;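 note: plate controls were DMSO cells for no effect and high antibiotic wells for full effect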
Salmonella PhoP GFP: Inhibition of PhoP regulon, Salmonella typhi GFP reporter cells, confirmation, 4 h (AID 1850); hit rate 0.33% among 310,000; inhibition, % at 50 µM; hits with a dose series show IC50 in µM; Salmonella Typhi PhoP-promoter GFP reporter, fluorescence, 4 h; higher % means a stronger effect; in the data active = a potency from the dose series; inconclusive = inhibition mostly from about 25% at the one dose, without a potency; inactive = the rest, 99 in 100 with inhibition below about 19%;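 note: 0% = induced wells with vehicle and 100% = uninduced wells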
VEEV TC-83 Vero: inhibitors of VEEV TC-83 cytopathic effect, confirmation, Vero cells (AID 588727); hit rate 0.13% among 350,000; Vero cells, VEEV TC-83 cytopathic effect inhibition; higher % means a stronger effect; inhibition, % at 20 µM, or IC50 in µM where a hit was titrated; in the data active = a potency from the dose series; inconclusive = inhibition mostly from about 14% at the one dose, without a potency; inactive = the rest, 99 in 100 with inhibition below about 12%; note: strong numbers were not always called active
H37Rv inhibition: M. tuberculosis growth inhibition, HTS (AID 449762); M. tuberculosis H37Rv growth inhibition, 7H9 media; higher % means a stronger effect; inhibition, % at 25 µM; hits with a dose series show IC50 in µM; hit rate 0.59% among 330,000; in the data active = a potency from the dose series; inconclusive = inhibition above about 70% without an active follow-up result;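 note: bacterial growth assessed after seven days of incubation; strong numbers were not always called active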
H1N1 NS1A inhibition: H1N1 influenza NS1A inhibitors, functional cell based assay (AID 504329) | inhibition, % at 12.5 µM; hits with a dose series show IC50 in µM | NS1A functional cell-based assay, percent inhibition; higher % means a stronger effect | hit rate 0.3% among 340,000; in the data active = a potency from the dose series; inconclusive = inhibition above about 27% without an active follow-up result; note: strong numbers were not always called active
VEEV TC-83 Vero 10K pilot screen: also measured in VEEV TC-83 Vero; calls as there; inhibition, %; measured here: 10K pilot screen inhibition
The depositor's hits bear a star; i = inactive; ? = inconclusive; . = not tested or not shown. An unsorted share of the library; any-hit rate near 1.6%.

SMILES	M. tuberculosis	Salmonella PhoP GFP	VEEV TC-83 Vero	H37Rv inhibition	H1N1 NS1A inhibition	others
COc1ccc(/C=N/OCC(=O)N=Nc2c(O)[nH]c3ccc(Br)cc23)cc1OC	2%	-2%	2.9%	-9%	14%
N#CC1(c2ccccc2)CCC(=O)N1c1ccccc1 (stereo unspecified)	-6%	-4%	0.6%	-10%	-23%
CC1CCCC(C)N1C(=O)Cn1nnc(-c2ccccc2)n1 (stereo unspecified)	-11%	-8%	i	3%	-2%
Cc1nc(-c2ccc(C(=O)Nc3cccc(Br)c3)cc2)cs1	74%	0%	0.4%	6%	5%
CC1CCCC(C)N1C(=O)COc1ccccc1F (stereo unspecified)	-3%	-3%	0.6%	-2%	-3%
Cc1ccc2nc3c(c(C(=O)OC4CCOC4=O)c2c1)CCCC3 (stereo unspecified)	-5%	-2%	i	1%	10%
N#Cc1cn(CCCOc2ccccc2)c2ccccc12	14%	3%	i	-6%	-14%
CCOC(=O)c1c(NC(C)=O)sc(C(=O)NC2CCCC2)c1C	4%	11%	0.1%	4%	5%
Cc1cc(Nc2cccc(Br)c2)c2ccccc2n1	47%	11%	i	-6%	-1%
CCOC(=O)c1c(S(=O)(=O)Nc2ccc(F)cc2Cl)c(C)n(C)c1C	12%	5%	5.9%	-4%	-1%
Cc1cc(N/N=C/c2cccc([N+](=O)[O-])c2)nc(-n2nc(C)cc2C)n1	?	0%	23%	?	-4%
Cc1cccc(C)c1NC(=O)CNC(=O)CNC(=O)c1ccc2c(c1)OCO2	-9%	-6%	1.4%	-10%	1%
CC1(C)Cc2cccc(OCC(=O)NCCOc3ccccc3)c2O1	12%	4%	2.6%	-1%	-5%
COc1ccc(S(=O)(=O)N(C)C)cc1NC(=O)COC(=O)c1nc2nccc(C)n2n1	-2%	20%	2.3%	-1%	-19%
COc1ccc(CCN2CC(C(=O)Nc3ccc4c(c3)OCO4)CC2=O)cc1OC (stereo unspecified)	0%	10%	i	0%	-4%
Cc1cccc(C(C)C)c1NC(=O)Cc1ccc(S(=O)(=O)N2CCOCC2)s1	12%	-7%	0.9%	1%	-2%
CCOC(=O)c1c(S(=O)(=O)N2CCCC(C(=O)Nc3ccc(C)cn3)C2)c(C)n(C)c1C (stereo unspecified)	13%	-7%	0.6%	-7%	5%
COc1cc(C(=O)NCc2cccc(Cl)c2)ccc1OCC(=O)N1CCOCC1	-10%	5%	1.1%	-3%	-3%
Cc1ccc(NS(=O)(=O)c2ccc3c(c2)CC(=O)N3)c(C)c1	33%	0%	1.5%	-7%	7%	VEEV TC-83 Vero 10K pilot screen=0.0
CN(C)CCNC(C(=O)Nc1cccc(S(=O)(=O)N2CCOCC2)c1)c1ccccc1 (stereo unspecified)	-13%	.	2.1%	-3%	-4%
Cc1ccc(S(=O)(=O)NC(CC(=O)O)c2ccc(F)cc2)cc1 (stereo unspecified)	17%	-4%	0.5%	-2%	-3%
C=C(C)C(=O)Nc1cccnc1Oc1ccc(F)cc1	-2%	1%	0.2%	0%	-16%
COc1ccc(C(=O)OCn2nnc3ccccc3c2=O)cc1[N+](=O)[O-]	i	-14%	1.2%	?	3%
Cc1ccc(NC(=O)COC(=O)Cc2cccs2)cc1S(=O)(=O)N1CCOCC1	34%	-7%	i	-3%	-6%
O=[N+]([O-])c1cccc(NP(=O)(N2CC2)N2CC2)c1	.	.	i	.	-4%

Next section, starting with the last 2 of the part before.
SMILES	M. tuberculosis	Salmonella PhoP GFP	VEEV TC-83 Vero	H37Rv inhibition	H1N1 NS1A inhibition	others
Cc1ccc(NC(=O)COC(=O)Cc2cccs2)cc1S(=O)(=O)N1CCOCC1	34%	-7%	i	-3%	-6%
O=[N+]([O-])c1cccc(NP(=O)(N2CC2)N2CC2)c1	.	.	i	.	-4%
COC(=O)CNC(=O)c1cc(-c2ccncc2)nc2ccccc12	6%	-14%	1.7%	2%	1%
C=CCNC(=O)NC(=O)COC(=O)CNS(=O)(=O)c1ccc(F)c(F)c1F	-3%	-5%	0.2%	-10%	7%
O=C(CN1CCN(c2ccc(C(F)(F)F)cn2)CC1)Nc1ccc2c(c1)OCO2	-3%	-4%	0.1%	-2%	-1%
COc1ccc2[nH]c3nc(SC(C)C)nnc3c2c1	-9%	-7%	8.9%	-1%	-23%
CC(OC(=O)c1ccc(=O)n(Cc2ccccc2)n1)C(=O)Nc1cccc(Cl)c1 (stereo unspecified)	-2%	11%	1.1%	1%	-3%
COc1ccc(CC(=O)N2CCCc3ccccc32)cc1	13%	1%	i	-8%	-4%
CCC(CO)Oc1cc(NCc2ccncc2)c2ncn(C(C)C)c2c1 (stereo unspecified)	3%	.	0.3%	0%	5%
COc1cccc(/C=C2/SC(=O)N(CC(=O)N3CCc4ccccc4C3)C2=O)c1OCC(=O)O	-4%	11%	0.6%	0%	0%
CC(C)(C)c1ccc(/C=C/C(=O)c2ccc(NC3=NCCCS3)cc2)cc1	?	1%	4.9%	?	5%
CCc1ccccc1S(=O)(=O)Cc1ccc(C(=O)N2CCN(c3ccccc3OC)CC2)o1	30%	-12%	8.7%	-17%	-4%
Cc1ccc(-c2noc(COC(=O)c3ccco3)n2)cc1	53%	.	1.1%	18%	-17%
O=C(Cc1cccc2ccccc12)N1CCN(c2ncccn2)CC1	16%	5%	0.4%	3%	-11%
CC1CCCCN1S(=O)(=O)c1cn(C)c(=O)n(C)c1=O (stereo unspecified)	-14%	2%	i	0%	0%	VEEV TC-83 Vero 10K pilot screen=0.2
O=C1C(Cl)=C(N2CCN(Cc3ccccc3)CC2)C(=O)N1Cc1ccccc1	10%	-6%	2.7%	-5%	-5%
N#Cc1cc2c(nc1SCc1cccc(Cl)c1)CCCCC2	-9%	-17%	1.5%	-2%	-3%
COc1ccc(C(=O)O)cc1S(=O)(=O)NCCCN1CCCC1=O	0%	-2%	0.1%	-1%	-6%
CCc1nc(CNC(=O)c2cc(OC)c(OC)c(OC)c2)no1	1%	11%	0.5%	-8%	-11%
O=C(Nc1oc2ccccc2c(=O)c1-c1ccc(Cl)cc1)c1ccco1	65%	-16%	1.0%	28%	7%
CN(C(=O)CSc1nnc(-c2cccnc2)o1)C1CCCCC1	?	.	0.5%	9%	-3%
O=C(CSc1nc2cc(Cl)ccc2o1)NCCc1ccccc1	?	-6%	1.3%	?	5%
COc1cccc(CN2C(=O)NC3(CCCCCC3)C2=O)c1	-4%	8%	0.7%	10%	3%
CCCCNC(=O)CSc1nc2ccc(NC(=O)CSc3nnc(COc4ccccc4C)n3C)cc2s1	6%	-8%	1.0%	-6%	4%
CCC(=O)N1N=C(c2cccs2)CC1c1ccc(OC)cc1 (stereo unspecified)	-1%	1%	0.4%	4%	-4%
O=C(NCC1CCCO1)c1ccc2c3n(nc2c1)-c1ccccc1CO3 (stereo unspecified)	-8%	-5%	6.3%	3%	1%
CC(C)CC1(C)NC(=O)N(CCN2C(=O)c3ccccc3C2=O)C1=O (stereo unspecified)	-16%	3%	3.2%	-3%	27%

By substructure: the entries above containing bromine (3)
SMILES	M. tuberculosis	Salmonella PhoP GFP	VEEV TC-83 Vero	H37Rv inhibition	H1N1 NS1A inhibition	others
COc1ccc(/C=N/OCC(=O)N=Nc2c(O)[nH]c3ccc(Br)cc23)cc1OC	2%	-2%	2.9%	-9%	14%
Cc1nc(-c2ccc(C(=O)Nc3cccc(Br)c3)cc2)cs1	74%	0%	0.4%	6%	5%
Cc1cc(Nc2cccc(Br)c2)c2ccccc2n1	47%	11%	i	-6%	-1%

3 compounds drawn at random from those above, as already listed:
SMILES	M. tuberculosis	Salmonella PhoP GFP	VEEV TC-83 Vero	H37Rv inhibition	H1N1 NS1A inhibition	others
CN(C(=O)CSc1nnc(-c2cccnc2)o1)C1CCCCC1	?	.	0.5%	9%	-3%
O=C(NCC1CCCO1)c1ccc2c3n(nc2c1)-c1ccccc1CO3 (stereo unspecified)	-8%	-5%	6.3%	3%	1%
COc1cccc(CN2C(=O)NC3(CCCCCC3)C2=O)c1	-4%	8%	0.7%	10%	3%

More results follow.
SMILES	M. tuberculosis	Salmonella PhoP GFP	VEEV TC-83 Vero	H37Rv inhibition	H1N1 NS1A inhibition	others
COCCCNC(=O)c1ccc(CS(=O)(=O)c2ccc(Br)cc2)o1	-34%	2%	0.8%	2%	4%
O=S(=O)(Nc1ncccn1)c1ccc(NS(=O)(=O)c2cc(Cl)ccc2Cl)cc1	28%	2%	0.9%	6%	-10%
Cc1cc(NC(=O)COC(=O)C2CCN(S(=O)(=O)c3c(Cl)cccc3Cl)CC2)no1	7%	-9%	7.0%	1%	-21%
CCc1ccccc1NC(=O)CC1SCCNC1=O (stereo unspecified)	12%	-2%	1.2%	-1%	-4%
CCCn1nc2cc(C(=O)NCc3ccc(C)cc3)ccc2c1OCC	-5%	1%	0.8%	5%	-2%
O=C(/C=C/c1ccc([N+](=O)[O-])cc1)Nc1cccc(C(=O)Nc2ccccc2C(=O)O)c1	16%	-1%	i	0%	-16%
CC[C@H](C)/C=C(C)/C=C/C1=CC2=C(Cl)C(=O)[C@@](C)(OC(C)=O)C(=O)C2=CO1	18%	8%	1.7%	1%	5%
Cc1cc(Nc2ccc(F)c(Cl)c2)n2nc(C)nc2n1	26%	-10%	0.9%	-2%	-4%
Cn1cnc(C(=O)NC2CCN(C(=O)OC(C)(C)C)CC2)c1C(=O)NC1CCN(C(=O)OC(C)(C)C)CC1	-7%	.	8.0%	-8%	-20%
Cc1nnc(NC(=O)c2cccc(S(=O)(=O)N3CCc4ccccc43)c2)s1	20%	-10%	3.4%	-3%	-3%
CN(NC(N)=O)c1ncc(C(F)(F)F)cc1Cl	0%	19%	i	-7%	-12%
CCn1c(SCc2ccc(C(=O)Nc3cc(C)cc(C)c3)cc2)nnc1-c1ccncc1	54%	-6%	9.0%	-1%	6%
COc1ccccc1-c1oc2ccccc2c1C#CCO	12%	.	0.4%	-9%	-10%	VEEV TC-83 Vero 10K pilot screen=0.6
Cc1nc(N)nc(N/N=C/c2ccccc2)n1	4%	1%	0.3%	-3%	14%
Cc1nccn1-c1c([N+](=O)[O-])c(=O)n(C)c2ccccc12	7%	15%	8.6%	4%	-2%
COc1ccc(C(=O)NC(=S)N2CCCCC2c2cccnc2)cc1OC (stereo unspecified)	7%	-11%	1.4%	-4%	-3%
Nc1nc(-c2ccc3c(c2)CCO3)cs1	5%	18%	1.1%	?	3%
COP1(=O)C=C[C@H](N(Cc2ccccc2)S(=O)(=O)c2ccccc2[N+](=O)[O-])[C@@H](C)O1 (stereo partly specified)	2%	5%	8.3%	-1%	-13%
CCOC(=O)c1sc(NC(=O)CSc2nc(C)cc(C(F)(F)F)n2)c(C#N)c1C	28%	-12%	i	10%	0%
Nc1cc(C(F)(F)F)ccc1NCCc1ccccn1	4%	6%	i	2%	4%
CCOc1ccccc1NC(=O)c1cccc(NC(=O)C(C)C)c1	-1%	-7%	0.6%	-11%	2%	VEEV TC-83 Vero 10K pilot screen=2.8
COc1ccc(-c2cc(-c3ccc(Br)cc3)nc3ncnn23)cc1OC	21%	-6%	6.3%	8%	-9%
CCOc1ccc(CN2CCN(Cc3c[nH]c4ccccc34)CC2)cc1	16%	1%	2.1%	7%	4%
COc1ccc2nc(N3CCCCC3)c(/C=C3\SC(=S)NC3=O)cc2c1	24%	-5%	2.3%	1%	1%
Cn1nc(C(=O)NCc2ccccc2)c2ccccc2c1=O	0%	2%	i	4%	0%
O=C1c2ccccc2CCC1C(O)c1ccccn1 (stereo unspecified)	-5%	-6%	1.3%	2%	0%

3 entries already listed, sorted by SMILES length, high to low.
SMILES	M. tuberculosis	Salmonella PhoP GFP	VEEV TC-83 Vero	H37Rv inhibition	H1N1 NS1A inhibition	others
CCOc1ccccc1NC(=O)c1cccc(NC(=O)C(C)C)c1	-1%	-7%	0.6%	-11%	2%	VEEV TC-83 Vero 10K pilot screen=2.8
Cn1nc(C(=O)NCc2ccccc2)c2ccccc2c1=O	0%	2%	i	4%	0%
Nc1cc(C(F)(F)F)ccc1NCCc1ccccn1	4%	6%	i	2%	4%
